Screening data (PubChem BioAssay)
TWEAK-Fn14 inh – inhibitors of TWEAK-Fn14 interaction signaling; TWEAK-stimulated Fn14 reporter cells, luciferase luminescence, 8 h; inhibition, % at 10 µM; actives 2% (n = 360,000); AID 1159606; in the data active = inhibition above about 50%
TROY signal inh – TROY signaling inhibition; actives 0.98% (n = 360,000); Q293 LMP1-TROYcd NF-kB luciferase reporter, 4 h; inhibition, % at 10 µM; AID 1347056;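 active = compounds whose plate-normalised and pattern-corrected inhibition of the luciferase reporter signal at the single screening dose is 50% or more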
NR2F2 inh – blocks human COUP-TFII nuclear receptor. P24468. HEK293T NGFI-A luciferase reporter, luminescence. inhibition, % at 8.6 µM. actives 0.7% (n = 370,000). AID 686940;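 active = inhibition above a per-plate cutoff, mean inhibition of test wells between control levels plus 3 SD, cut at about 38% in these data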;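 note: cells cotransfected with COUP-TFII expression vector driving the NGFI-A reporter; 0% = median of COUP-TF2 test wells and 100% = reporter-only cells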
NCOA1 inh – inhibitors of human steroid receptor coactivator 1 (SRC1); Q15788; HEK293 GAL4-SRC1 luciferase reporter, luminescence; inhibition, % at 3.6 µM; actives 0.12% (n = 360,000); AID 588354;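 active = inhibition above the campaign mean plus 3 SD, with each screening campaign given its own cutoff, cut at about 60% in these data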;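 note: 0% = DMSO treated cells and 100% = gossypol at 36 µM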
ABHD5 PLIN5 PPI – inhibitors of human ABHD5-perilipin-5 interaction. actives 0.78% (n = 360,000). Q00G26+Q8WTS1. Split G. princeps luciferase complementation, luminescence, 4 h. inhibition, % at 4 µM. AID 602281;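 active = inhibition above the mean inhibition across every tested compound plus 3 SD, cut at about 22% in these data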;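 note: 0% = DMSO only wells and the 100% control is not disclosed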
NCOA2 inhibitor – human SRC2 (NCOA2) inhibition. Q15596. HEK293 GAL4-SRC2 luciferase reporter, luminescence. inhibition, % at 9 µM. actives 0.17% (n = 370,000). AID 651957;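 active = inhibition above the mean inhibition of all tested compounds plus 3 SD, set per campaign, cut at about 52% in these data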;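 note: 0% = DMSO treated cells and 100% = cells given Gossypol at 36 µM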
NR5A2 inv ag – suppresses constitutive activity of human LRH-1; inhibition, % at 3.6 µM; HEK293T StAR-luciferase reporter, LRH-1 transfected, 24 h; actives 0.13% (n = 360,000);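 active = inhibition above the mean inhibition of all tested compounds plus 3 SD, cut at about 73% in these data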;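 note: 0% = DMSO wells and 100% = reporter-only cells lacking LRH-1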
SRC3 inh – inhibitors of human steroid receptor coactivator 3 (SRC3) | Q9Y6Q9 | HEK293 GAL4-SRC3 luciferase reporter, luminescence | inhibition, % at 3.6 µM | actives 0.17% (n = 360,000);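 active = inhibition above a per-campaign cutoff, the mean of all compounds plus 3 SD, cut at about 60% in these data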;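 note: 0% = DMSO-treated cells and 100% = gossypol-treated cells at 36 µM; higher means less SRC3-driven luciferase light from the GAL4 reporter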
Exocytosis inh – lytic granule exocytosis inhibition. actives 0.66% (n = 360,000). TALL-104 LAMP-1 surface exposure, flow cytometry; cells stimulated with thapsigargin and PMA. inhibition, % at 10 µM. AID 651702;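 active = inhibition above about 55%, limit read from the data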
NOD2-RIPK2 inh – inhibitors of human NOD2-RIPK2 interaction. CHO BLA complementation NOD2-RIPK2, CCF4 ratio. inhibition, % at 4.98 µM. actives 0.38% (n = 360,000); in the data active = inhibition above about 21%;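 note: 0% = vehicle only and 100% = reference blocker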
TLR9-MyD88 inh – blocks human TLR9 binding to MyD88 | Q9NR96+Q99836 | CHO BLA complementation TLR9-MyD88, CCF4 FRET ratio | inhibition, % at 4.98 µM | actives 0.21% (n = 340,000) | AID 504734;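 active = inhibition above the mean over all tested compounds plus 3 SD, cut at about 21% in these data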;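 note: 0% = DMSO only wells and 100% = clavulanate BLA inhibitor control wells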
* hit, by the source's call; · = no result given.

SMILES	TWEAK-Fn14 inh	TROY signal inh	NR2F2 inh	NCOA1 inh	ABHD5 PLIN5 PPI	NCOA2 inhibitor	NR5A2 inv ag	SRC3 inh	Exocytosis inh	NOD2-RIPK2 inh	TLR9-MyD88 inh
O=C(c1cccc(Cl)c1)N1CCC2CC1c1cc(-c3ccccc3)ccc12 (stereo not given)	3	-3	-13	3	0	-9	-11	7	-2	9	-1
Cc1c(NC(=S)Nc2cccc(Cl)c2)c(=O)n(-c2ccccc2)n1C	-3	2	10	3	2	-8	0	0	-2	-15	0
Cc1cccc(NC(=S)NC2CCCC2)c1	-4	8	1	-9	-2	-4	-5	4	-6	-6	-7
O=C(C1=C[C@H](c2ccc3c(c2)OCO3)C[C@H](OCc2ccc(CO)cc2)O1)N1CCOCC1	5	-15	3	-4	3	-5	-3	-22	-13	-3	8
COc1ccc(NS(=O)(=O)c2cccc(C(=O)NNC(=O)c3cc(C)oc3C)c2)cc1	5	6	0	-6	-5	-48	10	-5	-1	-3	-4
COc1ccc(N2CCN(C(=O)c3ccncc3)CC2)cc1	12	12	4	7	-2	5	-5	15	2	-1	1
COc1ccc([C@H]2/C=C\CN(C(=O)C3CC3)[C@@H](C)C(=O)N2Cc2ccc(F)cc2)cc1	1	-11	12	3	3	27	17	-3	7	4	-4
COc1ccc(S(=O)(=O)NCc2ccc3c(c2)OCO3)cc1C(=O)O	-2	3	-9	0	1	-13	23	6	5	-7	-2
O=C1CCCN2N=C(SCC(=O)Nc3ccc(Cl)cc3)SC2=N1	-11	-8	-6	9	-7	3	9	2	-8	-6	-2
O=C1C(Nc2ccccc2)=C2CCCC=C2N1c1ccccc1	-16	-76	-86	-42	-5	-57	-144	-61	-1	-5	-2
Cc1ccc(NC(=O)C2C3CCC(O3)C2C(=O)O)cc1C (stereo not given)	23	5	-5	8	5	2	16	-10	-9	-12	8
C#CCOCCOCCOCCNc1nc(N2CCN(C(=O)[C@H](CCCCN)n3cc([C@@H](N)CC(C)C)nn3)CC2)nc(N2CCN(C(=O)[C@H](CCCCN)n3cc([C@@H](N)CC(C)C)nn3)CC2)n1	8	-3	·	6	-4	·	6	-26	-6	8	-9
CN1CCSc2ccc(C(=O)NCc3ccccc3)cc21	-1	-4	-45	3	-11	2	-19	-24	-2	2	-1
Cc1cc(NC(=O)Nc2ccccc2[N+](=O)[O-])n(C)n1	2	-20	13	-42	7	-16	2	-4	14	3	11
COc1ccc(-c2cc(-c3cccs3)c(C#N)c(SCC(=O)NCc3ccccc3)n2)cc1	-2	5	0	-6	2	-10	-7	2	-4	5	-2
COC(=O)[C@@H]1C[C@@H]2CC[C@@H](O)C[C@@H]2N1Cc1ccc(C(F)(F)F)cc1	11	3	7	-16	3	17	-18	-6	-3	-5	-12
CC1CCCC/C1=N/Nc1ccc([N+](=O)[O-])cc1[N+](=O)[O-] (stereo not given)	3	-5	-1	-38	5	-8	9	-8	-6	-21	-5
CCOC(=O)Cn1c(=NC(=O)C(C)C)sc2c(C)cc(C)cc21	-14	-18	12	2	-5	-14	11	-5	1	-7	5
Cc1nc2c(OCc3ccc(C(F)(F)F)cc3)cccn2c1N(C)CC1CC1	-23	-44	-8	-4	-4	-20	14	-31	3	-1	·
CCCS(=O)(=O)Nc1c(C(=O)O)[nH]c2ccc(OC)cc12	7	-4	22	-2	-3	-16	11	0	-4	-10	-16
COc1ccc2nc(NC(=O)C(NS(=O)(=O)c3cccs3)C(C)C)sc2c1 (stereo not given)	15	-4	-4	-9	-4	1	-8	1	0	3	-4
CCOP(=O)(OCC)/C(=N/OC(=O)c1cccc([N+](=O)[O-])c1)C(N)=O	24	-7	-7	1	5	9	-8	11	1	-13	5
CC1(NC(=O)CSc2nnc(-c3ccco3)n2Cc2ccccc2)CCS(=O)(=O)C1 (stereo not given)	-17	9	3	1	6	11	10	17	-2	-4	-10
COc1cc2c(-c3ccc4[nH]ccc4c3)c(-c3ccc(C#N)cc3)oc(=O)c2cc1OC	-15	-12	-23	5	0	-8	15	-5	1	7	2
COc1ccc(-c2cc(C(=O)Nc3cc(C)n(Cc4ccc(Cl)cc4)n3)no2)cc1OC	-18	32	·	-20	-2	·	-17	27	0	-11	-8
SMILES	TWEAK-Fn14 inh	TROY signal inh	NR2F2 inh	NCOA1 inh	ABHD5 PLIN5 PPI	NCOA2 inhibitor	NR5A2 inv ag	SRC3 inh	Exocytosis inh	NOD2-RIPK2 inh	TLR9-MyD88 inh
Cc1ccc(-c2nnn(CC(=O)Nc3ccc4nn(-c5ccccc5)nc4c3)n2)o1	3	-15	1	-15	4	-7	-37	-12	0	0	14
CCN1CCN(c2ncnc3c2cnn3-c2ccc(Cl)cc2)CC1	9	41	-75	-91	-4	-66	-101	-70	-2	3	5
CCOC(=O)C1(CCc2ccccc2)CCN(C(=O)CN2CCOC2=O)CC1	-23	-65	-17	-6	1	-23	0	-18	-5	5	1
Cn1nnnc1SCc1cc(=O)n2ccsc2n1	2	15	-16	0	-4	-19	-3	14	1	-8	-12
O=C(COC(=O)CCC(=O)c1cccs1)NCc1ccco1	13	4	-1	-5	11	-4	7	-15	-2	-3	-4
Cc1ccc(CN2CCN(/N=C/c3ccco3)CC2)c(C)c1	0	-1	17	-28	4	25	-12	-8	-2	-6	-5
COc1ccc(C(=O)NCCNC(=O)c2cnccn2)cc1OC	4	12	-2	9	3	2	-2	7	-9	1	-3
C=CCn1c(SCC(=O)Nc2cc(C)ccc2OC)nnc1-c1ccco1	2	-3	4	6	10	15	5	-21	-1	-9	11
CCOC(=O)NC(=O)CSc1ccc(C)cc1C	5	-2	-10	-19	2	-9	2	-16	-3	3	7
Cc1noc(C)c1NC(=O)N(C)C[C@H]1OCc2cnnn2CCCC(=O)N([C@H](C)CO)C[C@H]1C	3	11	-1	10	9	-7	7	15	-1	4	·
Cc1cc(=O)oc2c3c(cc(OCC(=O)NCc4ccccc4)c12)OC(C)(C)CC3	-15	-5	-12	-12	-2	5	-7	15	-6	6	-14
COc1ccc(OC(=O)COc2ccccc2C)cc1	-2	-19	10	5	4	-14	-12	-4	-13	7	·
COc1ccccc1N(CC(=O)Nc1ccc(Br)cc1F)S(=O)(=O)c1cccs1	3	-14	4	13	-9	8	1	-1	-4	3	-4
c1coc(-c2nnc(-c3cccs3)o2)c1	-11	-46	-14	-50	3	-95	-79	-88	0	-5	-1
O=Cc1c[nH]c2ccc(S(=O)(=O)N3CCOCC3)cc12	24	-14	-12	7	3	-6	-6	-1	-2	-7	-1
Cc1ccc2nc(-c3ccc(C#N)cc3)c(Cc3cccc(Cl)c3)n2c1	-32	-30	-7	-16	0	-19	-51	-16	-3	5	·
Nc1ncc(C(=O)O)c(-c2ccccc2)n1	-1	5	-6	-2	-6	1	0	-5	-3	0	-14
CC1=C(C#N)C(C)C2=C(CC(C)(C)CC2=O)N1 (stereo not given)	-4	-11	2	4	5	1	-2	-9	0	-2	7
CCN(CC)CCCN(C(=O)c1cccc(C)c1)c1nc(-c2ccc(OC)cc2)cs1	-19	-7	10	-18	10	19	23	9	42	5	-3
CCOc1cc(C(C(=O)NCC2CCCO2)N(C(=O)Cn2nnc3ccccc32)c2ccc(OC)c(OC)c2)ccc1O (stereo not given)	-4	-3	-14	8	-3	-13	10	10	-13	3	-6
CC(=O)Nc1nonc1NC(=O)CSc1nc2ccccc2o1	-33	-12	-3	2	-1	-7	-3	16	-1	-9	-5
O=C(C[C@H]1CC[C@H]2[C@@H](COC[C@@H](O)CN2C(=O)c2cnccn2)O1)NCc1ccc(Oc2ccccc2)cc1	·	·	-12	·	5	-17	-1	·	0	-13	·
N#Cc1ccc(OCC(=O)Nc2ccc(S(=O)(=O)N3CCOCC3)cc2)cc1	4	-1	6	-9	5	9	-15	7	0	-2	-2
CCOC(=O)C1=CNS(=O)(=O)NC1c1ccc(OC(C)=O)cc1 (stereo not given)	1	12	2	-2	-9	-22	-17	-3	0	11	-6
O=C(COC(=O)C1CCN(c2ccc(C(F)(F)F)cn2)CC1)Nc1cccc(F)c1	-26	-7	6	-25	-13	20	-21	-6	-3	6	8
SMILES	TWEAK-Fn14 inh	TROY signal inh	NR2F2 inh	NCOA1 inh	ABHD5 PLIN5 PPI	NCOA2 inhibitor	NR5A2 inv ag	SRC3 inh	Exocytosis inh	NOD2-RIPK2 inh	TLR9-MyD88 inh
COc1cc([C@H]2c3[nH]c4ccccc4c3C[C@H]3C(=O)N4[C@@H](c5cc(OC)c(OC)c(OC)c5)c5[nH]c6ccccc6c5C[C@H]4C(=O)N23)cc(OC)c1OC	-5	8	·	-5	-1	·	-6	12	-2	-12	-29
CC(=O)Nc1ccc(Nc2nnc(-c3ccc(C)c(S(N)(=O)=O)c3)c3ccccc23)cc1	-10	5	8	-9	-5	-5	-9	-3	-2	1	-4
COC(=O)c1cc(NC2c3ccccc3C(=O)N2CCN2CCOCC2)cc(C(=O)OC)c1 (stereo not given)	7	-3	-1	-1	7	2	-6	-15	-3	-3	3
COc1ccc(C)cc1NC(=O)CSc1nc2ccccc2nc1N1CCCC1	10	5	8	-11	-7	5	24	2	2	3	8
COc1ccc(CN2CCN(C(=O)C3CCN(S(=O)(=O)c4cccs4)CC3)CC2)c(OC)c1OC	-8	7	6	-7	3	4	7	3	4	-3	-6
COc1ccccc1C(=O)Nc1ccccc1C(=O)N1CCCC1	16	-3	13	-21	-9	13	-2	2	-3	-3	6
Fc1ccc(/C=N/Nc2nc(-c3cccnc3)nc3ccccc23)cc1	0	-9	-19	-18	1	-66	-57	-15	39	-7	0
CCC1(c2ccc(OC)cc2)NC(=O)N(CC(=O)N2CCc3ccccc32)C1=O (stereo not given)	14	-3	1	-17	5	13	-6	1	6	1	8
CC1CC(C)CN(S(=O)(=O)c2ccc3c(c2)oc(=O)n3CC(=O)N(C)Cc2ccccc2)C1 (stereo not given)	-3	11	18	-19	1	2	-3	1	-6	-2	-7
COc1ccc2nc3ccccc3nc2c1NC(=O)c1ccc(Br)cc1	1	0	19	-1	-2	3	-5	-7	-5	-15	-22
CCN(C(=O)c1cccc(Br)c1)c1ccccc1	1	-5	4	7	4	-5	-4	-6	-1	-1	0
C=CC[C@@H](CC(=O)NCCO)C(=O)N[C@@H](COC(=O)[C@@H](CC=C)CC(=O)OC(C)(C)C)Cc1c[nH]c2ccccc12	-9	1	-6	-19	-1	-4	10	2	23	3	6
CCOC(=O)[C@H]1[C@H]2COc3ccc(Br)cc3[C@@H]2N2C(=O)c3cc(Br)ccc3NC(=O)[C@@]12C	-30	-5	-18	-7	15	7	11	13	8	1	-7
CCc1ccc(C(=O)COC(=O)c2cc([N+](=O)[O-])ccc2NCCO)cc1	5	-15	9	1	5	-22	12	-2	-2	3	-5
CCOc1ccc(NS(=O)(=O)c2cc(NC(=O)CCS(=O)(=O)c3ccc(C)cc3)ccc2OC)cc1	-5	-3	14	11	7	1	5	-2	0	-5	9
CC1(C)Cc2ccccc2-c2nnc(C(F)(F)F)n21	-8	14	5	-38	-1	8	-5	3	-3	1	6
COc1ccccc1NC(=O)C1CCN(S(=O)(=O)c2cccc3nonc23)CC1	-1	3	14	4	-4	27	-8	-25	-15	-3	-6

Only part of the results is shown, so the mix of outcomes need not match the whole.
